Bioassay records from PubChem.
KCC2 mod = KCC2 (human) Cl- transport modulation | Q9H2X9 | KCC2 cells, thallium flux FluoZin-2 fluorescence | B-score of Tl+ flux slope (higher = more flux/activation; lower = inhibition) at 10 µM | 190,000 compounds, 2.2% hits;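 active = thallium flux slope and its plate-corrected score both differing from the plate sample mean at a set confidence after two filtering rounds, in either direction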;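 note: slope of fluorescence scaled to starting intensity during 10 to 20 s after thallium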
m-calpain inh = blocks pig calpain II enzyme activity | purified calpain II, fluorogenic peptide substrate, 30 min | inhibition, % at 16 µM | AID 1236 | 220,000 compounds, 0.37% hits;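 active = inhibition above about 50%, limit read from the data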
TNF necrop inh = blocks TNF-alpha induced death of Jurkat FADD-/- cells | Jurkat FADD-/- TNF necroptosis rescue, ATP luminescence, 24 h; 0 = TNF only, 100 = no-TNF cells | AID 463075 | 220,000 compounds, 0.068% hits | activation (protection from cell death), % at 10 µM;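 active = activation, meaning protection from cell death, of at least 50% relative to plate controls; inactive = activation below 50%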;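 note: necroptosis triggered by 40 ng/mL TNF-alpha added together with compound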
Rad51 HR inh = blocks human Rad51 in homologous recombination. Q06609. hRad51 DNA strand exchange, fluorescence dequenching. inhibition, % at 10 µM. AID 1385. 200,000 compounds, 0.085% hits;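 active = inhibition above 40% at the single screening dose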;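 note: 0% = DMSO control wells and 100% = blanks with heterologous ssDNA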
Target sequence (Q06609 whole entry, looked up): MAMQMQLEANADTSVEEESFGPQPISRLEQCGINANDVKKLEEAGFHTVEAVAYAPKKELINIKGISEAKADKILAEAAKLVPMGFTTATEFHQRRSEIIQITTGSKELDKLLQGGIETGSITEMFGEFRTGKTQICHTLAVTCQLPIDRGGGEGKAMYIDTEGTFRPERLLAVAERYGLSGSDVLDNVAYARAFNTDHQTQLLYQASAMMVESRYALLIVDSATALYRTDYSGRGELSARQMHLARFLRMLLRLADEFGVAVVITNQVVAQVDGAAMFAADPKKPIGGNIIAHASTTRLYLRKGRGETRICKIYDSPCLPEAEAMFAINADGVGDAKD
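Material: Human Rad51 nucleoprotein filaments preassembled on unlabelled ssDNA | Also added: Labelled 47-mer dsDNA for strand exchange | Dosing: Single dose, 10 µM final compound | Schedule: 30-min compound preincubation and 15-min exchange, both room temperature | Technique: Fluorescence dequenching at 485/520 nm | Measure: Percent inhibition relative to plate controls and blanks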
eIF4E 4G PPI = inhibitors of eIF4E and eIF4G interaction in translation initiation. TR-FRET eIF4E-eIF4GI(517-606) binding, 2 h. inhibition, % at 21.7 µM. 220,000 compounds, 0.37% hits;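 active = inhibition above about 30%, limit read from the data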;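 note: 0% = full FRET control wells and 100% = background wells lacking eIF4GI fragment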
Mdm2 ligase inh = Mdm2 E3 ligase (human) inhibition; cell-based MDM2 ubiquitination luciferase reporter, 2 h; 0 = plate control, 100 = twice control, blank-subtracted; signal enhancement, % at 5 µM; 210,000 compounds, 0.11% hits;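 active = signal enhancement of 30% or more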;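 note: luminescence tracks abundance of the self-degrading MDM2-luciferase fusion protein; higher signal means inhibition of MDM2 E3 ligase activity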
Target sequence (Q00987 whole entry, looked up, the tested form may be a part): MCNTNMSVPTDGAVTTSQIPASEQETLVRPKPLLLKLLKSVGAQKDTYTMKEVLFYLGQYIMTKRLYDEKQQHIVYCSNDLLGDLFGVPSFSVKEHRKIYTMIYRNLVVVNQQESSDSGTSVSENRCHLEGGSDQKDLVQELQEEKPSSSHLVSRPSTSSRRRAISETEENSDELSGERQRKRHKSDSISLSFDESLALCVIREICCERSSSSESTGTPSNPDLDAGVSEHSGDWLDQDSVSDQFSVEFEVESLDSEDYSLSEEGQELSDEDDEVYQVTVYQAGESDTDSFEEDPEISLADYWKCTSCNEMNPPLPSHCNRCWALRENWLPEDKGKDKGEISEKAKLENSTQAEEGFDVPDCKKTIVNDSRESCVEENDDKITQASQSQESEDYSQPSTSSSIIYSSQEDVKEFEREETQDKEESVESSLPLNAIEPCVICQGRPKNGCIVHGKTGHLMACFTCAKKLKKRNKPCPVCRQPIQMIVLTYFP
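test system = mammalian cells stably expressing self-ubiquitinating, self-degrading MDM2 E3–luciferase fusion | quantity = 2000 cells/well | incubation = cell settling 4 h, compound treatment 2 h, both 37 °C | signal = luminescence with SteadyLite reagent, 15 min at room temperature | evaluation = % enhancement relative to plate controls after blank subtraction | benchmarks = plate controls and plate blanks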
EBV gp42 inh = blocks Epstein-Barr virus glycoprotein 42 binding | inhibition, % (tested at 21.74 µM) | Q1HVG2 | Fluorescence polarization binding assay, mP read-out | 220,000 compounds, 0.42% hits; in the data active = inhibition above about 50%
Target sequence (Q1HVG2 whole entry, looked up): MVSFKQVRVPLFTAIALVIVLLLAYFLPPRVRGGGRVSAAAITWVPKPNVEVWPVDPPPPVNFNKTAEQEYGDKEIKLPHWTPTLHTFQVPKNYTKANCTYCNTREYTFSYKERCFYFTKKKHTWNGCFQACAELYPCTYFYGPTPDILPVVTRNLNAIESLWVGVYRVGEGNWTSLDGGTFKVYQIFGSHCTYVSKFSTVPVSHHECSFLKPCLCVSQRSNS
zVAD death inh = blocks zVAD induced death of L929 cells; L929 zVAD necroptosis rescue, ATP luminescence, 24 h; with zVAD 60 µM; viability rescue, % at 10 µM; 220,000 compounds, 0.38% hits; AID 1377;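 active = activation, scaled between plate controls, above about 75%, limit read from the data; inactive = activation under that limit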;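 note: 0% = zVAD with DMSO and 100% = DMSO alone without zVAD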
PERK inhibitor = blocks human PERK kinase; CHO PERK-DD fusion, SEAP luminescence translation reporter; inhibition, % at 5.6 µM; 220,000 compounds, 0.17% hits; AID 1416;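 active = inhibition above the mean inhibition of all tested compounds plus 3 SD, set separately per screening campaign, cut at about 2.9% in these data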;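 note: PERK kinase domain activated by AP20187 dimerizer at 100 nM; 0% = DMSO with dimerizer and 100% = rapamycin at 8.4 µM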
The depositor's hits bear a star; . = no result given; & = joins results of further samples; [ ] = dose if it differs, or a comment.

SMILES	KCC2 mod	m-calpain inh	TNF necrop inh	Rad51 HR inh	eIF4E 4G PPI	Mdm2 ligase inh	EBV gp42 inh	zVAD death inh	PERK inhibitor
Cc1ccc(S(=O)(=O)N(C)C)cc1NC(=S)NCCc1ccccn1	0.55	30	-0.9	0	-4	-13	-4	0.3	-0.1
CC(C)Oc1ccc(-c2cc(=O)[nH]c(=O)[nH]2)cc1	.	-21	-0.7	-8	4	-7	-1	1.6	0.6
COc1cc2[nH]c3c(Cl)ncnc3c2cc1OC	-0.4	-18	2.3	5	3	-18	-6	77*	0.3
O=C1CCN=C(Nc2ccc(F)cc2)N1Cc1ccccc1	2	16	1.0	-9	-7	-6	-19	0.0	-1.1
NCCCN1CCOCC1	-0.7	-10	2.0	1	7	-3	-26	1.2	-0.2
O=C(CCn1cccc1)Nc1cc(F)ccc1F	.	-13	21	1	4[fluorescence artefact?]	-4	-11	2.2	1.1
N/C(=N\c1nc2ccccc2o1)NC(=O)c1ccccc1	0.57	-23	-1.2	.	-2	-10	-23	0.1	-0.5
N/C(=N\OC(=O)COc1ccc2ccccc2c1Br)c1cccnc1	-0.86	-3	0.4	.	-2	.	2	-0.2	1.0
CC(=O)OCC[N+](C)(C)C	0.46&0.98	-7&9	-1.0&1.9	-7&-3	2&5	.	-5&-8	1.3&3.7	1.0&-0.3
COc1ccc(Oc2ccc3c(C(F)(F)F)cc(C(F)(F)F)nc3n2)cc1	0.086	-27	-2.9	-4	3	-5	-8	0.0	0.5

Whole records, quoted from the list. Order of values: KCC2 mod	m-calpain inh	TNF necrop inh	Rad51 HR inh	eIF4E 4G PPI	Mdm2 ligase inh	EBV gp42 inh	zVAD death inh	PERK inhibitor
Listed for N/C(=N\c1nc2ccccc2o1)NC(=O)c1ccccc1 → 0.57	-23	-1.2	.	-2	-10	-23	0.1	-0.5
Listed for O=C1CCN=C(Nc2ccc(F)cc2)N1Cc1ccccc1 → 2	16	1.0	-9	-7	-6	-19	0.0	-1.1

Other structures
SMILES	KCC2 mod	m-calpain inh	TNF necrop inh	Rad51 HR inh	eIF4E 4G PPI	Mdm2 ligase inh	EBV gp42 inh	zVAD death inh	PERK inhibitor
O=C(O)c1cc(-c2cccs2)nc2cc3c(cc12)OCCO3	0.44	-482	1.8	1	0	-16	-8	4.4	1.0
COc1ccccc1NC(=O)Nc1nnc(CC(=O)Nc2ccccc2)s1	-0.29	37	-1.3	6	0	-8	-4	0.6	0.1
Cc1cccc2cc(C(c3nnnn3Cc3ccccc3)N3CCN(c4ccccc4)CC3)c(=O)[nH]c12 (centres undefined)	.	-42	-3.6	4	2	12	-11	0.0	-1.4
N#CCc1ccc(Oc2ccc([N+](=O)[O-])cn2)cc1	0.16	10	13	12	5	-15	-13	0.5	1.2
Nc1c(C(=O)c2ccc(F)cc2)oc2ccccc12	-0.034	-20	-0.8	-2	12[fluorescence artefact?]	-5	-16	0.4	0.2
CC(=O)OC1OCCOC1NC(=S)Nc1ccc(C)cc1 (centres undefined)	-1.1	-14	1.7	-1	0	-2	-16	0.2	0.9
C=CCn1c(-c2ccc(F)cc2)n[nH]c1=S	0.12	-36	0.1	9	-1	-22	-3	8.0	0.6
Cc1ccc(S(=O)(=O)N/N=C/c2cccs2)cc1	0.73	36	1.0	6	1	-11	10	0.5	0.4
Cn1cc(SCC(=O)NCCc2ccccc2)c2ccccc21	-2.1	-5	0.0	-3	0	3	-11	0.5	0.2
Cc1nc2c(cc1C#N)C(=O)c1ccccc1-2	-0.59	15	-0.1	4	-13	-6	-5	-0.2	0.8
C=CCSc1nnc(-c2ccccc2NC(C)=O)c(=O)[nH]1	-0.65	-8	-1.1	-2	-1	-7	-20	0.0	1.4
c1ccc2c(Nc3nncs3)c3ccccc3nc2c1	-0.27	-20	0.5	6	1	.	-1	-0.3	-0.1
COc1cc(-c2cc(C(=O)O)c3c(OC)c(OC)c(OC)cc3n2)ccc1O	1.5	-24	0.6	.	-3	9	2	-0.1	1.7
CC(=O)N/C(=C/c1ccc2c(c1)OCO2)C(=O)NCCO	-0.075	7	0.8	-15	8	5	-10	0.6	1.1
CC(C)Cc1nc2oc3c(N4CCN(CCO)CC4)ncnc3c2c2c1CCCC2	-0.24	-192	-14	-1	11	-31	3	-0.1	-0.4
Cc1cc(NC(=O)c2ccc3c(c2)C(=O)N(CC(C)C)C3=O)no1	0.44	-2	2.0	1	-1	-8	-7	-0.5	0.6
Cc1ccc(C)c(S(=O)(=O)c2c(N)n(/N=C/c3ccco3)c3nc4ccccc4nc23)c1	0.1	-168	-11	-7	2	-12	-15	0.6	-1.7
Cc1ccc(/C=N/NC(=O)CNC(=O)COc2ccccc2)cc1	-0.95	-12	-0.5	9	-4	-6	-16	0.2	0.9
Fc1ccc(-n2c(-c3ccc4c(c3)OCO4)n[nH]c2=S)cc1Cl	0.72	-12	0.6	-12	-1	-10	1	0.5	1.0
CC(Sc1nc2ccccc2s1)C(=O)N1CCOCC1 (centres undefined)	0.022	3	-0.3	1	9	-21	-1	0.4	1.7
Cc1nn(C)c(C)c1CCC(=O)O	-0.041	29	0.2	-16	5	-10	-1	-1.7	0.2
O=C(NC(=S)NNC(=O)[C@H]1C[C@@H]1c1ccccc1)c1ccc(F)cc1	20*	0	-12	12	-4	-19	-9	-0.2	0.1
O=C(NC(C(=O)N/N=C/c1cccc2ccccc12)c1n[nH]c(=O)c2ccccc12)c1ccccc1 (centres undefined)	-1.2	-111	-7.6	-1	2[fluorescence artefact?]	-10	-5	0.2	-0.4
O=S(=O)(c1cccc2nsnc12)N1CCN(C/C=C/c2ccccc2)CC1	-0.87	28	0.2	-2	0[fluorescence artefact?]	-11	6	1.5	-0.4
CN(Cc1ccncc1)C1CC(=O)N(c2ccc(F)cc2)C1=O (centres undefined)	1.3	-11	-2.4	0	1	6	-11	1.8	0.4
COC(=O)/C(=N/Nc1ccccc1)N1CCCc2ccccc21	-0.17	27	0.0	0	2[fluorescence artefact?]	-17	8	0.1	0.6
O=C(CN1CCCc2ccccc21)N/N=C/c1ccccc1	-1.2	-32	-1.5	-11	2	-19	-1	0.8	0.6
CCN(CC)C(=O)COc1ccc(/C(C)=N/NC(=O)c2ccccc2O)cc1	-1.4	-21	0.5	15	-2	-6	-3	0.9	1.7
O=C(O)CCC(=O)/C=C/c1ccccc1	.	-11	2.2	.	-3	-11	7	1.1	-0.6
CCOC(=O)C(C)Sc1ncnc2c1c(-c1ccccc1)cn2-c1ccc(OC)cc1 (centres undefined)	-0.26	-2	0.5	1	6[fluorescence artefact?]	-15	0	0.4	-0.3

Part of the list above in a different format:
smiles | KCC2 mod | m-calpain inh | TNF necrop inh | Rad51 HR inh | eIF4E 4G PPI | Mdm2 ligase inh | EBV gp42 inh | zVAD death inh | PERK inhibitor
CN(Cc1ccncc1)C1CC(=O)N(c2ccc(F)cc2)C1=O (centres undefined) | 1.3 | -11 | -2.4 | 0 | 1 | 6 | -11 | 1.8 | 0.4
COC(=O)/C(=N/Nc1ccccc1)N1CCCc2ccccc21 | -0.17 | 27 | 0.0 | 0 | 2[fluorescence artefact?] | -17 | 8 | 0.1 | 0.6
O=C(CN1CCCc2ccccc21)N/N=C/c1ccccc1 | -1.2 | -32 | -1.5 | -11 | 2 | -19 | -1 | 0.8 | 0.6
CCN(CC)C(=O)COc1ccc(/C(C)=N/NC(=O)c2ccccc2O)cc1 | -1.4 | -21 | 0.5 | 15 | -2 | -6 | -3 | 0.9 | 1.7

Other compounds follow.
SMILES	KCC2 mod	m-calpain inh	TNF necrop inh	Rad51 HR inh	eIF4E 4G PPI	Mdm2 ligase inh	EBV gp42 inh	zVAD death inh	PERK inhibitor
Cc1ccc(S(=O)(=O)N2CCOCC2)cc1C(=O)Nc1ccc2c(c1)CCC2	-4.3	19	2.1	.	6	-11	-13	-0.5	-1.0
CCc1ccc2c(c1)/C(=N/OC)C(=O)N2	-1.1	0	-1.2	3	1[fluorescence artefact?]	-1	-10	0.8	1.0
CN(C)c1ccc(-c2nc3ccccn3c2/N=C/c2ccc(Br)cc2)cc1	0.62	-93	1.5	-1	4	-40	7	5.1	-0.2
O=C1c2cccc3c(N4CCCCC4)ccc(c23)C(=O)N1c1ccccn1	.	-21	-2.0	-237	-2[fluorescence artefact?]	5	129*	0.3	-0.5
Cc1ccc(OCC(=O)Nc2ccc(N(C)C)cc2)cc1	2.3	9	-1.8	-7	-2	-15	-10	0.0	-0.5
COc1cccc(NC(=O)NC2CCN(Cc3nnnn3Cc3ccc4c(c3)OCO4)CC2)c1	-1.6	6	1.5	-4	1	.	-13	0.7	-0.4
O=C(C1=C[C@H](C2CC2)C[C@H](OCCCCO)O1)N1CCN(Cc2ccc3c(c2)OCO3)CC1	-0.91	-2	0.2	2	2	.	-33	-0.3	0.9
Cn1c(CCN2CCCCC2)nc2cc(NS(=O)(=O)c3ccc(Cl)cc3)ccc21	.	3	.	-3	-1	-8	-7	.	.
O=C(Cn1nnc2ccccc21)C1CC1	.	-42	1.6	8	-6	-3	-3	0.0	0.5
CCCCCn1c(Sc2ncccn2)nc2c1c(=O)[nH]c(=O)n2C	1.1	-1	-0.7	-15	2	-6	-9	0.0	-0.2
Cc1ccc(-n2nc3c(c2NC(=O)C(C)(C)C)CSC3)c(C)c1	-0.0086	-12	-0.7	-4	2	-17	-6	-0.5	0.2
O=C(NC1(C(F)(F)F)N=C2SCCN2C1=O)c1ccco1 (centres undefined)	.	-9	-0.4	-3	-5	9	-18	1.2	0.5
COc1ccc(OC)c(C2C=C(c3ccc(C)c(C)c3)Nc3nnnn32)c1 (centres undefined)	.	-9	.	1	7	-17	-14	.	.
CCOC(=O)Cc1csc(NC(NC(=O)OCC)(C(=O)OCC)C(F)(F)F)n1 (centres undefined)	0.45	17	0.3	-5	0	.	-15	-0.5	0.4

Compounds shown so far with bromine:
SMILES	KCC2 mod	m-calpain inh	TNF necrop inh	Rad51 HR inh	eIF4E 4G PPI	Mdm2 ligase inh	EBV gp42 inh	zVAD death inh	PERK inhibitor
N/C(=N\OC(=O)COc1ccc2ccccc2c1Br)c1cccnc1	-0.86	-3	0.4	.	-2	.	2	-0.2	1.0
CN(C)c1ccc(-c2nc3ccccn3c2/N=C/c2ccc(Br)cc2)cc1	0.62	-93	1.5	-1	4	-40	7	5.1	-0.2

A different layout for some results above:
Each structure is followed by: KCC2 mod	m-calpain inh	TNF necrop inh	Rad51 HR inh	eIF4E 4G PPI	Mdm2 ligase inh	EBV gp42 inh	zVAD death inh	PERK inhibitor
Cc1ccc(-n2nc3c(c2NC(=O)C(C)(C)C)CSC3)c(C)c1
 : -0.0086	-12	-0.7	-4	2	-17	-6	-0.5	0.2
O=C(NC1(C(F)(F)F)N=C2SCCN2C1=O)c1ccco1 (centres undefined)
 : .	-9	-0.4	-3	-5	9	-18	1.2	0.5
COc1ccc(OC)c(C2C=C(c3ccc(C)c(C)c3)Nc3nnnn32)c1 (centres undefined)
 : .	-9	.	1	7	-17	-14	.	.
